# SENP7 inh – SENP7 protease inhibitors, primary screen, biochemical, luminescence, uHTS | AID 434973, 2010 | recombinant SENP7, Z-RLRGG-aminoluciferin luminescence, 40 min | inhibition, % at 5 µM | 330,000 compounds, 1.5% hits;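 active = inhibition above about 50% at the single test dose, limit read from the data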;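 note: plate controls were DMSO with enzyme for no effect and no enzyme buffer wells for full effect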
# Target sequence (Q9BQF6 706-1050 limits assumed): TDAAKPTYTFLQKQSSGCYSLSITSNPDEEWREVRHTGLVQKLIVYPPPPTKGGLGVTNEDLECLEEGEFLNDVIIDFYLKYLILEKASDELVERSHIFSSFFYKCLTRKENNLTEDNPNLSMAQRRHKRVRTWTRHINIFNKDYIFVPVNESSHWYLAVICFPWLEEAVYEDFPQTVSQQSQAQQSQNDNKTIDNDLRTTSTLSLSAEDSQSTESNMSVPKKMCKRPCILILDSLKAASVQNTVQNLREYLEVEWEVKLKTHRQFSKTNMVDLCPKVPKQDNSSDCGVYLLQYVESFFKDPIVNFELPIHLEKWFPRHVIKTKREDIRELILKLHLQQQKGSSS
# Apaf-1 inh – inhibitors of human Apaf-1 apoptosome, primary screen, biochemical, DEVD-Rh110 fluorescence, uHTS; reconstituted apoptosome caspase-3 activity; 330,000 compounds, 0.71% hits; Apoptotic protease-activating factor 1 (Homo sapiens), O14727; inhibition, % at 20 µM; active = inhibition of at least 40% at 20 µM;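 note: plate controls were DMSO wells for no effect and DEVD-CHO caspase inhibitor wells for full effect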
#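 Material: reconstituted apoptosome with Apaf-1, cytochrome c, caspase-9, procaspase-3, dATP. Technique: Rh110 fluorescence intensity. Buffer or medium: pH 7.5 Hepes buffer with CHAPS, BSA, DTT. Times: 30 min plus 50 min, RT.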
# SENP6 block – SENP6 protease inhibitors, primary screen, biochemical, luminescence, uHTS; Sentrin-specific protease 6 (Homo sapiens), Q9GZR1; Recombinant SENP6 catalytic domain, aminoluciferin luminescence; inhibition, % at 10 µM; 330,000 compounds, 1.8% hits;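 active = inhibition above about 50% at the single tested dose, limit read from the data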;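 note: plate controls were DMSO wells with enzyme for no effect and DMSO wells lacking enzyme for full effect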
# APOBEC3G inh – APOBEC3G DNA deaminase inhibitors, primary screen, biochemical, fluorescence, single-stranded DNA substrate, uHTS; 330,000 compounds, 0.28% hits; AID 493012, 2011; recombinant A3G, ssDNA deamination FAM/TAMRA fluorescence; DNA dC->dU-editing enzyme APOBEC-3G (Homo sapiens), Q9HC16; inhibition, % at 20 µM;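 active = inhibition of at least 40% at 20 µM, with no more than 30% in the related APOBEC3A deaminase screen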;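 note: plate controls were DMSO wells with A3G for no effect and wells lacking A3G enzyme for full effect; some compounds called inactive have numbers as strong as hits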
# Target sequence (Q9HC16 whole entry, looked up): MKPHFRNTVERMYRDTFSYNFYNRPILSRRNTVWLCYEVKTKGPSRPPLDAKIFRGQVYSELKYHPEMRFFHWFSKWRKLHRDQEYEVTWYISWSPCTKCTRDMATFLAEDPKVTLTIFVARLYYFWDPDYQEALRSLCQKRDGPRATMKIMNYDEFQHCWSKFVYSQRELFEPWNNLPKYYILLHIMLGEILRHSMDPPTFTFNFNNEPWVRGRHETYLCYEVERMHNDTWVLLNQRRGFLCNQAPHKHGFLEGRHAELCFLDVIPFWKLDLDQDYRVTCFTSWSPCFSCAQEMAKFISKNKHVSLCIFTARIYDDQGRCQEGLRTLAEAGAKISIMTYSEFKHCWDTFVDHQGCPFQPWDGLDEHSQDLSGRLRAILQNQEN
# SENP8 block-1 – human SENP8 protease inhibitors, primary screen, biochemical, fluorescence, Nedd8 protein substrate, uHTS; Sentrin-specific protease 8 (Homo sapiens), Q96LD8; recombinant SENP8; inhibition, % at 20 µM; 360,000 compounds, 0.64% hits; AID 602440, 2012; in the data active = inhibition mostly above about 40%, no sharp cut-off; inactive = mostly below about 27%
# Target sequence (Q96LD8 whole entry, looked up): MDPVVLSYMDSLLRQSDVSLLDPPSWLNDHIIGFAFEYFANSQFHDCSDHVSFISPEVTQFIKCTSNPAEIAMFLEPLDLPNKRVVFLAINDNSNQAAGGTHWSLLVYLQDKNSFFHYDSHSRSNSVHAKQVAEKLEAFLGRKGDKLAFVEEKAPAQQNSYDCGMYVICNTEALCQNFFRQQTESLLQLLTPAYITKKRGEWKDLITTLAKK
# SENP8 block-2 – SENP8 protease inhibitors, primary screen, biochemical, luminescence | Sentrin-specific protease 8 (Homo sapiens), Q96LD8 | purified SENP8, Z-RLRGG-aminoluciferin cleavage | inhibition, % at 10 µM | 330,000 compounds, 1.2% hits | AID 2540, 2010; in the data active = inhibition above about 50%
# UBC13 polyUb – UBC13 polyubiquitin chain formation inhibitors, primary screen, biochemical, TR-FRET, uHTS. Ubiquitin-conjugating enzyme E2 N (Homo sapiens), P61088. 330,000 compounds, 0.47% hits. AID 485273, 2010. inhibition, % at 20 µM; in the data active = inhibition above about 45%, passing the limit was not always enough
# SENP1 FRET inh – human SENP1 catalytic domain inhibitors, primary screen, biochemical, FRET, uHTS. inhibition, % at 10 µM. recombinant SENP1 catalytic domain, CyPet-SUMO1-YPet FRET cleavage. AID 624204, 2012. 360,000 compounds, 0.21% hits;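 active = inhibition at least 30% at 10 µM, raw YFP signal under a set limit, fluorescence ratio 0.5 to 1.5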;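 note: 0% = enzyme with DMSO and 100% = no enzyme wells; some results filed as inactive read as strong as hits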
#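 System: Recombinant human SENP1 catalytic domain, His6-tagged | Incubation: Enzyme reaction for 50 min at room temperature, dark | Medium: Tris pH 8 with BME, BSA, NP40 and catalase | Also added: 25 nM SUMO1 FRET substrate | Compound: 10 µM single point, 0.5% DMSO | Measured by: FRET fluorescence in CFP and YFP emission channels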
# Starred values were filed as active, the others as inactive; . = no result given; & = joins results of further samples.
SMILES,SENP7 inh,Apaf-1 inh,SENP6 block,APOBEC3G inh,SENP8 block-1,SENP8 block-2,UBC13 polyUb,SENP1 FRET inh
COc1ccc(C2c3[nH]c4ccccc4c3CCN2CCCn2cccn2)c(C)c1C (stereo unspecified),3,12,2,-3,-373,-2,10,-73
O=C(CSC1=NCCS1)NC1CCCCC1,7,-19,-6,8,22,-2,-4,1
Cc1cccc(NC(=S)N(Cc2ccco2)C(C)c2cccs2)c1 (stereo unspecified),4,-6,-10,-8,8,5,17,1
CC(C)CN(C(=O)COC(=O)CCN1C(=O)c2ccccc2C1=O)C1CCS(=O)(=O)C1 (stereo unspecified),-13,4,-8,-5,32,-6,-3,-2
Cc1ccccc1CNC(=O)c1ccccc1N(C)S(=O)(=O)c1ccccc1,9,7,10,-2,16,-8,-9,0
Cc1ccc(NC(=S)N2CCN(S(C)(=O)=O)CC2)cc1,14,-1,-5,-8,3,-4,-2,5
Cc1ccc(-n2[nH]c(C)c(C=Nc3ccc(S(=O)(=O)Nc4nc(C)cc(C)n4)cc3)c2=O)c(C)c1,-11,13,-22,-8,20,-9,-12,4
CC(C)N(CCNC(=O)c1ccc(OCC2CCCO2)cc1)C(C)C (stereo unspecified),1,6,-5,10,13,-2,2,1
COc1ccc(-c2nc(C#N)c(NCc3ccccc3Cl)o2)cc1OC,-1,3,-8,0,-264,-1,10,0
CS(=O)(=O)N(CC(=O)Nc1cccc([N+](=O)[O-])c1)c1ccccc1F,-11,3,2,-6,9,-7,-9,0
CCCn1c(N)c(C(=O)CSc2nc(C)cs2)c(=O)[nH]c1=O,2,-16,-31,-6,22,4,4,-3
Oc1ccc(C=NC2CCCCC2)c(O)c1,-6,9,-11,-11,9,-6,-5,-10
O=C(CN1C(=O)NC2(CCCc3ccccc32)C1=O)NCCc1ccc(F)cc1 (stereo unspecified),15,0,-24,-6,14,-4,14,0
C#CCOCCOCCOCCNc1nc(N2CCN(C(=O)[C@H]([C@@H](C)CC)n3cc([C@@H](N)CO)nn3)CC2)nc(N2CCN(C(=O)[C@H]([C@@H](C)CC)n3cc([C@@H](N)CC(C)C)nn3)CC2)n1,-9,9,-7,-7,20,10,0,2
O=c1cnn(-c2ccccc2)c(-c2ccccc2)c1,6,2,-9,1,14,4,2,-1
O=C(Nc1ccccc1NC(=O)c1csnn1)c1csnn1,-6,-1,-13,-7,6,-5,-2,0
Cc1ccc(CNC(=O)N2CCN(c3ccc(C)cc3)CC2)cc1,-5,2,15,6,11,5,-2,0
O=C(CN1CCCCCC1)NCc1ccccc1,-3,-29,3,-6,13,-2,11,0
COc1ccc(N2C(=O)CC(N(CCc3ccccc3)C(=O)c3ccccc3)C2=O)cc1 (stereo unspecified),4,-4,-2,-8,9,0,8,3
O=C(O)C(c1ccccc1)N1C(=O)/C(=C/c2cccs2)SC1=S (stereo unspecified),2,17,0,-1,23,0,-4,-1
CCn1c(SCC(=O)Nc2oc(-c3ccccc3)c(-c3ccccc3)c2C#N)nnc1-c1ccco1,-1,16,-3,-3,-38,-2,-12,0
CCN(CC(=O)NCc1cccs1)C(=O)c1cccc(S(=O)(=O)N(C)C)c1,-6,-9,2,-9,4,1,15,3
O=C(CCl)Nc1cc(-c2ccccc2)nn1-c1ccccc1,-5,18,-14,-4,-22,3,-1,-20
CCOCCCNC(=O)c1ccc2c(=O)n(CCCOCC)c(=S)[nH]c2c1,-7,-23,2,-8,0,-13,-4,0
O=C(NCc1cccnc1)c1cccc(NC(=O)c2ccco2)c1,-1,9,-12,-5,23,-6,-10,2
O=C(NCCCNC(=O)c1c(F)cccc1F)c1c(F)cccc1F,3,-1,5,-6,9,-1,1,2
CCOc1ccc(CC2CC(=O)NC2=O)cc1 (stereo unspecified),-3,0,-14,-5,12,-4,-7,0
CC1CCN(Cc2nc3c(c(=O)n(C)c(=O)n3C)n2CCc2ccccc2)CC1,-7,11,-12,-6,16,-7,-8,2
COC(=O)c1n[nH]n(-c2cc(Cl)cc(Cl)c2)c1=O,2,-6,-2,-2,23,-9,6,1
CC(C)NC(=O)N(C)C[C@H]1Oc2c(NC(=O)Cc3ccccc3)cccc2C(=O)N([C@H](C)CO)C[C@@H]1C,8,-2,-7,-7,6,-6,0,4

# Two records picked at random from those above:
SMILES,SENP7 inh,Apaf-1 inh,SENP6 block,APOBEC3G inh,SENP8 block-1,SENP8 block-2,UBC13 polyUb,SENP1 FRET inh
COc1ccc(-c2nc(C#N)c(NCc3ccccc3Cl)o2)cc1OC,-1,3,-8,0,-264,-1,10,0
CC(C)NC(=O)N(C)C[C@H]1Oc2c(NC(=O)Cc3ccccc3)cccc2C(=O)N([C@H](C)CO)C[C@@H]1C,8,-2,-7,-7,6,-6,0,4

# Compounds from the list above that contain an NH in an aromatic ring, in the order listed:
SMILES,SENP7 inh,Apaf-1 inh,SENP6 block,APOBEC3G inh,SENP8 block-1,SENP8 block-2,UBC13 polyUb,SENP1 FRET inh
COc1ccc(C2c3[nH]c4ccccc4c3CCN2CCCn2cccn2)c(C)c1C (stereo unspecified),3,12,2,-3,-373,-2,10,-73
Cc1ccc(-n2[nH]c(C)c(C=Nc3ccc(S(=O)(=O)Nc4nc(C)cc(C)n4)cc3)c2=O)c(C)c1,-11,13,-22,-8,20,-9,-12,4
CCCn1c(N)c(C(=O)CSc2nc(C)cs2)c(=O)[nH]c1=O,2,-16,-31,-6,22,4,4,-3
CCOCCCNC(=O)c1ccc2c(=O)n(CCCOCC)c(=S)[nH]c2c1,-7,-23,2,-8,0,-13,-4,0
COC(=O)c1n[nH]n(-c2cc(Cl)cc(Cl)c2)c1=O,2,-6,-2,-2,23,-9,6,1

# Other records follow:
SMILES,SENP7 inh,Apaf-1 inh,SENP6 block,APOBEC3G inh,SENP8 block-1,SENP8 block-2,UBC13 polyUb,SENP1 FRET inh
Cc1cccc(C)c1Nc1nnc(SCc2nc3ccccc3c(=O)[nH]2)s1,10,16,10,-6,-14,-9,14,-15
Cc1cccc(N(Cc2cc(=O)[nH]c3ccccc23)C(=O)C(C)C)c1,-3,8,-18,-6,2,-8,-7,4
COC(=O)COc1ccc(S(=O)(=O)NCCC2=CCCCC2)cc1,1,-11,-38,7,2,-19,-8,2
COc1ccc(S(=O)(=O)Nc2cc(SCC(=O)O)c(O)c3ccccc23)cc1,31,85*,76*,19,40,51*,-41,0
CCOc1ccc2c(C)c(Cl)c(=O)oc2c1,6,3,3,-6,-478,4,11,-4
Cc1cc(OCC(=O)Nc2cc(S(=O)(=O)N3CCOCC3)ccc2N2CCCC2)ccc1C(C)C,-7,22,-15,-7,-5,-3,-5,-2
COC(c1ccccc1)c1nnc(CCC(=O)NCCC(C)C)o1 (stereo unspecified),0,-23,4,-9,12,-6,5,4
N#Cc1nc(-c2ccccc2)oc1NCC1CCCO1 (stereo unspecified),1,2,-7,-3,-427,-7,11,-2
Cc1cccc(CS(=O)(=O)c2cn(CC(=O)N3CCOCC3)c3ccccc23)c1,4,8,1,6,0,-1,-2,-1
Cn1c(SCCN2CCOCC2)nc2sc3c(c2c1=O)CCCC3,-5,14,-20,-5,3,14,-7,-1
CC(=O)CSc1nc(N(C)C)nc(N(C)C)n1,4,-4,9,-6,-2,1,7,1
CC(NC(=O)Nc1nnc(C(F)(F)F)s1)N1C(=O)C2C3C=CC(C3)C2C1=O (stereo unspecified),2,1,2,-2,16,3,1,2
Cc1ccc(-n2ncc(C#N)c2/N=C/N2CCN(C)CC2)cc1,1,0,-3,2,16,1,5,3
Cc1sc(NC(=O)CSc2nnnn2C2CCCCC2)c(C#N)c1C,2,13,-17,-7,16,0,5,-2
CSc1nc(-c2ccco2)nn1S(=O)(=O)c1ccccc1,-11,5,-24,-3,.,2,-2,.
COc1ccc(C(=O)NC2CCCc3c2cnn3-c2ccc(C)c(C)c2)c(OC)c1OC (stereo unspecified),-24,15,-21,-8,2,-8,0,3
CC(C)(C)c1cc(NC(=O)COC(=O)c2ccc(O)cc2O)n(-c2ccccc2)n1,1,-5,7,-12,7,8,5,-1
C=CCSc1nc2ccccc2c2nc(-c3ccccc3)nn12,-1,1,-4,2,32,4,-4,3
Cc1ccc(NC(=O)C2CCCN2C(=O)NC2CCCCC2)cc1 (stereo unspecified),1,1,4,-8,-9,-3,0,1
Cc1ccccc1OCC(=O)OC(C)C(=O)NC1CCCC1 (stereo unspecified),4,4,-4,5,-1,0,-7,0
COC(=O)[C@H](CCSC)NC(=O)Nc1cc(OC)cc(OC)c1,2,-5,-4,-4,19,-3,-4,1
CC(=O)Nc1ccc(S(=O)(=O)Nc2ccc(=O)n(Cc3ccc(Cl)c(Cl)c3)c2)cc1,-3,1,-8,-6,-44,0,10,0
COc1cccc(C(C(=O)NC(C)(C)C)N(C(=O)CCC(=O)Nc2cc(C)on2)C(C)(C)C)c1OC (stereo unspecified),-2,-6,2,0,24,-4,6,1
Nc1c2c(nc3ccccc13)CCCC2,6,-8,-2,-7&0,-4&-14,2,-5,-4&3
CCc1ccccc1NC(=O)CSc1nnc(-c2cc(C)[nH]n2)n1N,0,-11,7,-8,4,5,3,0
O=C(C1CC(=O)N(c2ccc(Cl)cc2)C1)N1CCOCC1 (stereo unspecified),4,3,-8,1,10,-2,2,3
O=C(CSc1ncnc2c1nnn2Cc1ccccc1F)NCC1CCCO1 (stereo unspecified),-1,0,5,0,-3,1,7,-1
C#CCOc1ccc(/C=C2/C(=O)ON=C2C)cc1OCC,-9,6,-22,-7,10,-10,-7,-5
CC(=O)Oc1cccc(/C=C2\C=C(c3ccc(C)cc3)OC2=O)c1,-4,-9,3,8,-63,-12,-7,-80

# From PubChem BioAssay

# Compounds as they come; 3.6% or so of the library scored in one or more.
